Screening results from PubChem.
KCNK9 block: KCNK9 potassium channel inhibitors, primary screen, HEK293 cells, thallium flux. Potassium channel subfamily K member 9 (Homo sapiens), Q9NPC2. B-score at 10 µM. FluxOR thallium flux fluorescence; hits give low values. hit rate 1.2% among 310,000;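 active means ratio B-score over 3 SD below the library mean, with starting fluorescence within 5 SD of its mean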;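 further: negative B-score means less thallium flux so channel inhibition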
hERG rescue: hERG rescue from dofetilide block, primary screen, cell-based, CHO-hERG, FluxOR thallium flux, dofetilide IC70; hit rate 0.51% among 310,000; dofetilide IC70 present; activation (rescue from dofetilide block), less the hit threshold, % at 10 µM; AID 1511, 2009;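 active means activation above the mean of controls blocked by dofetilide plus 5 SD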;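 further: thallium influx through hERG after potassium depolarization seen as dye fluorescence rise; in these data hits start at about 4.7%; inactives centre near -7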
Target sequence (Q12809 whole entry, looked up): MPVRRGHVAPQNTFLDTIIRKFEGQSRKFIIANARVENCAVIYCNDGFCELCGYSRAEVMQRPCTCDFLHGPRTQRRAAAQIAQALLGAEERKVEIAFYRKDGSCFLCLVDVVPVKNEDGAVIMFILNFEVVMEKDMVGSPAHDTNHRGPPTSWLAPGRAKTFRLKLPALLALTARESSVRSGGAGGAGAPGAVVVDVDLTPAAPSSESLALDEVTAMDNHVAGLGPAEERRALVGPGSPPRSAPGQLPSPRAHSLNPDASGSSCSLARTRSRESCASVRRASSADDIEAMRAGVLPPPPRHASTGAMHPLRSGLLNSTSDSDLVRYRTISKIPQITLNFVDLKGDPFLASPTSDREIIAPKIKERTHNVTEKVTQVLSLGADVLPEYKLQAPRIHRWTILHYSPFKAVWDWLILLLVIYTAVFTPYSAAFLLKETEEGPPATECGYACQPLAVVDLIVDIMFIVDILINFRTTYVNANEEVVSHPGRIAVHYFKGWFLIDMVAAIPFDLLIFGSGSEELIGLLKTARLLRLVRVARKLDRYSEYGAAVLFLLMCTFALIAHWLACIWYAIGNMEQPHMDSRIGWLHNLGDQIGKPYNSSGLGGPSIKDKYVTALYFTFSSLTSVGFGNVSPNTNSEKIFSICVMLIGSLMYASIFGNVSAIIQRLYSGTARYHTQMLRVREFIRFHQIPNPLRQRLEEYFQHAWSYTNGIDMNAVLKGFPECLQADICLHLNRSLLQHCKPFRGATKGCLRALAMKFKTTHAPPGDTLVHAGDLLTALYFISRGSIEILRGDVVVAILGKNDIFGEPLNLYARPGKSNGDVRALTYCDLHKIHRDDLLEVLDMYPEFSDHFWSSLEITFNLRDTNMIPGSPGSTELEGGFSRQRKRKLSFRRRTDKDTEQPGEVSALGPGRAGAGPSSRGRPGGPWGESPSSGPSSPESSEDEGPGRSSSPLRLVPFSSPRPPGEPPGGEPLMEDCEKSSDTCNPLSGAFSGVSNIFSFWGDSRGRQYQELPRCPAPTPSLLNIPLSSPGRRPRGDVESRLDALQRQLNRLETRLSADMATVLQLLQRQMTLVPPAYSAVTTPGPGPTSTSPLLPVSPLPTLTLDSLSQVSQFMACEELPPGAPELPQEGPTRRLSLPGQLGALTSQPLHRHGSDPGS
GSK3beta inhib: human GSK3beta kinase inhibitors, primary screen, biochemical, cell-free homogeneous, HTS | Glycogen synthase kinase-3 beta (Homo sapiens), P49841 | hit rate 0.038% among 300,000 | activity score (negative = inhibition), % at 10 µM | AID 2097, 2009 | GST-GSK3beta kinase, ADP-Glo luminescence, 60 min; hits give low values;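 active means more than half of replicate wells score below -50%, meaning over 50% inhibition versus plate controls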;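 further: 0% = median DMSO wells and -100% = median GW8510 positive control wells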
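Test system: GST-fused GSK3beta enzyme, cell-free | Quantity: 1.6 ng GST-GSK3beta enzyme per well | Reagent: 25 µM ATP with peptide substrate | Schedule: 60 min enzyme reaction, room temperature | Signal: Luminescent ADP-Glo measurement of ADP formed | Read-out basis: Score relative to plate controls | Control set: DMSO and 20 µM GW8510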
KCNQ1 block: inhibitors of human KCNQ1 channel, primary screen, cell-based, thallium flux, high-throughput; Potassium voltage-gated channel subfamily KQT member 1 (Homo sapiens), P51787; CHO-K1 KCNQ1, FluxOR thallium flux fluorescence; hits give high values; B-score at 10 µM; hit rate 1.3% among 310,000;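 active means compounds whose thallium flux B-score, printed positive for inhibition, exceeds three library SD while starting fluorescence stays within three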;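 further: channel opened by potassium depolarization with thallium stimulus after 20 min compound exposure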
DYRK1A inh: rat Dyrk1A kinase inhibitors, primary screen, biochemical, single point, plate reader | hit rate 0.43% among 310,000 | ADP-Glo luminescence, NFATc1 peptide | inhibition, % at 12.5 µM | Dual specificity tyrosine-phosphorylation-regulated kinase 1A (Rattus norvegicus), Q63470 | AID 504441, 2011; in the data active means inhibition above about 50%;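 further: plate controls were vehicle with enzyme for no effect and no enzyme for full effect; many of its hits are not listed in these tables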
HDAC3 inh: HDAC3 deacetylase inhibitors, primary screen, biochemical, fluorescence, cell-free homogeneous. recombinant HDAC3, fluorogenic peptide/trypsin coupled. hit rate 0.15% among 320,000. AID 2718, 2010. inhibition, % at 8.3 µM. Histone deacetylase 3 (Homo sapiens), O15379; in the data active means inhibition above about 26%, passing the limit was not always enough
KCNQ1 pot: potentiators or activators of KCNQ1 channel, primary screen, cell-based, thallium flux, high-throughput | Potassium voltage-gated channel subfamily KQT member 1 (Homo sapiens), P51787 | CHO-K1 KCNQ1, thallium flux FluxOR fluorescence; hits give high values | B-score at 10 µM | hit rate 0.35% among 310,000;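 active means fluorescence ratio B-score, a plate-corrected score, at least three library SD, with initial intensity B-score within 5 SD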
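assay system = CHO-K1 cells stably expressing KCNQ1 | medium = assay buffer, equal DMSO in all wells | timing = 37 °C overnight plating, 90-min dark dye load, 20-min compound pretreatment | measured by = kinetic FluxOR thallium fluorescence, 10-s 1-Hz baseline, 110-s post-stimulus read | measure = fluorescence change relative to baseline, converted to B score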
PolyA inhibitor: polyadenylation inhibitors in yeast reporter cells, primary screen, luminescence, S. cerevisiae | S. cerevisiae SKY197-pL101 polyadenylation reporter, beta-gal luminescence; efflux-impaired pdr1/pdr3 knockout yeast; score 100 = 6 SD above DMSO | calls only at 12 µM | hit rate 0.02% among 300,000;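 active means lowest replicate activity score at least 50, where 100 means six control SD above control mean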;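 further: yeast exposed to compound for 9 h at 30 °C; higher score means more reporter readthrough which indicates perturbed polyadenylation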
RGS4 pot: RGS4 potentiators or activators, primary screen, cell-based, HEK293 M3R inducible RGS4, calcium flux | carbachol calcium flux Fluo4; hits give low values | hit rate 0.92% among 310,000 | B-score at 10 µM;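 active means B-score of the integrated calcium signal more than 4 SD below the library mean, with starting fluorescence not abnormally high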;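 further: negative B-score means reduced calcium response which marks RGS4 activation or potentiation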
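test system = HEK293 cells with stable M3R and inducible RGS4 | schedule = recording 10 s baseline at 1 Hz, 100 s post-agonist | technique = Fluo4-AM (2 µM) calcium-flux fluorescence, kinetic read | measure = Agonist-evoked peak-minus-minimum fluorescence over baseline, integrated ratio, B score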
KCNK3 block: human KCNK3 channel inhibitors, primary screen, CHO cells, FluxOR thallium flux, B-score; Potassium channel subfamily K member 3 (Homo sapiens), O14649; FluxOR fluorescence; hits give low values; B-score at 10 µM; hit rate 0.84% among 340,000;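 active means B-score under library mean minus 4 SD, starting fluorescence ratio at most library mean plus 5 SD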;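 further: more negative B-score means stronger inhibition of thallium flux through KCNK3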
GSK3 alpha inh: blockers of GSK3A enzyme activity – biochemical, luminescence, cell-free homogeneous, HTS, primary screen. Glycogen synthase kinase-3 alpha (Homo sapiens), P49840. GSK-3 alpha kinase, ADP-Glo luminescence, 60 min. inhibition, % at 10 µM. hit rate 0.1% among 320,000;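 in the data active means inhibition above about 50%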;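 further: GST-tagged GSK-3 alpha with peptide substrate and 25 µM ATP; 0% = DMSO neutral wells and 100% = GW8510 positive control wells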
* marks the source's active call; other numbers are inactive results.

CCC(C)(C)NC(=O)CN(CC1CCCO1)C(=O)CCC(=O)Nc1nccs1 (centres undefined) was read as KCNK9 block inactive, hERG rescue -1.3, GSK3beta inhib 2.8, KCNQ1 block inactive, DYRK1A inh 6.7, HDAC3 inh -3.1, KCNQ1 pot inactive, PolyA inhibitor inactive, RGS4 pot inactive, KCNK3 block inactive and GSK3 alpha inh 1.8.
CCCCNC(=O)N1CCCC(N(C)CCc2ccc(OC)c(OC)c2)C1 (centres undefined) was read as KCNK9 block inactive, hERG rescue -8.5, GSK3beta inhib -6.2, KCNQ1 block inactive, DYRK1A inh -2.2, HDAC3 inh 5.0, KCNQ1 pot inactive, PolyA inhibitor inactive, RGS4 pot inactive, KCNK3 block inactive and GSK3 alpha inh 0.3.
`COc1ccc(N2CCN(CC(=O)c3ccccc3)CC2)cc1` gave KCNK9 block inactive, hERG rescue -4.7, GSK3beta inhib 1.5, KCNQ1 block inactive, DYRK1A inh -0.7, HDAC3 inh -3.5, KCNQ1 pot inactive, PolyA inhibitor inactive, RGS4 pot inactive, KCNK3 block inactive and GSK3 alpha inh -2.6.
Screening CC(CC(=O)NCc1ccc(Cl)cc1)S(=O)(=O)c1ccc2c(c1)NC(=O)CO2 (centres undefined) returned KCNK9 block inactive, hERG rescue -4.2, GSK3beta inhib 2.7, KCNQ1 block inactive, DYRK1A inh -0.9, HDAC3 inh 0.8, KCNQ1 pot inactive, PolyA inhibitor inactive, RGS4 pot inactive, KCNK3 block inactive and GSK3 alpha inh -2.1.
`CC(Cc1c[nH]c2ccccc12)C(=O)O` (centres undefined) gave KCNK9 block inactive, hERG rescue -7.7, GSK3beta inhib 3.0, KCNQ1 block inactive, DYRK1A inh -2.8, HDAC3 inh 7.5, KCNQ1 pot inactive, PolyA inhibitor inactive, RGS4 pot inactive, KCNK3 block inactive and GSK3 alpha inh -0.7.
Screening Cc1cc(CNC(=O)c2ccc(C)c([N+](=O)[O-])c2)c2ccccc2n1 returned KCNK9 block inactive, hERG rescue -11.9, GSK3beta inhib -1.6, KCNQ1 block inactive, DYRK1A inh -3.3, HDAC3 inh 0.8, KCNQ1 pot inactive, PolyA inhibitor inactive, RGS4 pot inactive, KCNK3 block inactive and GSK3 alpha inh -1.1.
For CCCCc1ccc(-c2csc(/C(C#N)=C/c3ccco3)n2)cc1 the results were KCNK9 block inactive, hERG rescue -11.2, GSK3beta inhib -1.4, KCNQ1 block inactive, DYRK1A inh -1.1, HDAC3 inh 1.5, KCNQ1 pot inactive, PolyA inhibitor inactive, RGS4 pot inactive, KCNK3 block inactive and GSK3 alpha inh -3.2.
For CC(C)c1ccc(NC(=O)NC2CC3CCC(C2)N3Cc2cccs2)cc1 (centres undefined) the results were KCNK9 block inactive, hERG rescue -7.0, GSK3beta inhib -4.2, KCNQ1 block inactive, DYRK1A inh 1.7, HDAC3 inh 6.7, KCNQ1 pot inactive, PolyA inhibitor inactive, RGS4 pot inactive, KCNK3 block inactive and GSK3 alpha inh -2.8.
COc1ccc(-c2[nH]c(-c3ccc(C)cc3)nc2SCC(=O)NCc2ccco2)cc1OC was read as KCNK9 block inactive, hERG rescue -7.1, GSK3beta inhib -2.5, KCNQ1 block inactive, DYRK1A inh -2.6, HDAC3 inh 7.0, KCNQ1 pot inactive, PolyA inhibitor inactive, RGS4 pot inactive, KCNK3 block inactive and GSK3 alpha inh -1.8.
COc1ccc(C2=NOC(COc3ccc([N+](=O)[O-])cc3)C2)cc1 (centres undefined) was read as KCNK9 block inactive, hERG rescue -8.1, GSK3beta inhib 2.4, KCNQ1 block inactive, HDAC3 inh 3.2, KCNQ1 pot inactive, PolyA inhibitor inactive, RGS4 pot inactive, KCNK3 block inactive and GSK3 alpha inh 0.3.
Screening CC(Sc1nnc(-c2cccs2)n1N)C(=O)NCC1CCCO1 (centres undefined) returned KCNK9 block inactive, hERG rescue -5.6, GSK3beta inhib 0.6, KCNQ1 block inactive, DYRK1A inh 2.6, HDAC3 inh -2.0, KCNQ1 pot inactive, PolyA inhibitor inactive, RGS4 pot inactive, KCNK3 block inactive and GSK3 alpha inh 0.5.
`Cc1ccc(-c2noc(C3CCCCC3)n2)cc1` gave KCNK9 block inactive, hERG rescue -4.5, GSK3beta inhib -2.7, KCNQ1 block inactive, DYRK1A inh -7.8, HDAC3 inh -0.8, KCNQ1 pot inactive, PolyA inhibitor inactive, RGS4 pot inactive, KCNK3 block inactive and GSK3 alpha inh 0.8.
Screening CCO/C(C)=C1\C(=O)N(CC)c2ccccc21 returned KCNK9 block inactive, hERG rescue -12.7, GSK3beta inhib -4.0, KCNQ1 block inactive, DYRK1A inh 7.2, HDAC3 inh 2.2, KCNQ1 pot inactive, PolyA inhibitor inactive, RGS4 pot inactive, KCNK3 block inactive and GSK3 alpha inh 0.1.
For CC(=O)C1C(c2ccco2)c2c(noc2C)CC1(C)O (centres undefined) the results were KCNK9 block inactive, hERG rescue -11.7, GSK3beta inhib -5.0, KCNQ1 block inactive, DYRK1A inh 3.8, HDAC3 inh -1.9, KCNQ1 pot inactive, PolyA inhibitor inactive, RGS4 pot inactive, KCNK3 block inactive and GSK3 alpha inh -0.9.
Screening COc1ccc(-c2nnc3ccc(SCC(=O)N4CCCCCC4)nn23)cc1OC returned KCNK9 block inactive, hERG rescue -8.8, GSK3beta inhib 2.7, KCNQ1 block inactive, DYRK1A inh 7.1, HDAC3 inh -1.2, KCNQ1 pot inactive, PolyA inhibitor inactive, RGS4 pot inactive, KCNK3 block inactive and GSK3 alpha inh -0.1.
Screening CC(NCC1(N2CCOCC2)CCCCC1)C(=O)N1CCc2ccccc21 (centres undefined) returned KCNK9 block inactive, hERG rescue -8.0, GSK3beta inhib -0.2, KCNQ1 block inactive, DYRK1A inh 2.5, HDAC3 inh 0.5, KCNQ1 pot inactive, PolyA inhibitor inactive, RGS4 pot inactive, KCNK3 block inactive and GSK3 alpha inh -1.7.
`Cc1c(Cl)cccc1NC(=O)COC(=O)CCc1nc2ccccc2n1-c1ccccc1` gave KCNK9 block inactive, hERG rescue -2.3, GSK3beta inhib 1.2, KCNQ1 block inactive, DYRK1A inh -0.9, KCNQ1 pot inactive, PolyA inhibitor inactive, RGS4 pot inactive and KCNK3 block inactive.
For CC(=O)Nc1ccc(NC(=O)Cn2c(CC(=O)N3CCCC3)nc3ccccc32)cc1 the results were KCNK9 block inactive, hERG rescue -7.5, GSK3beta inhib -1.2, KCNQ1 block inactive, DYRK1A inh -5.5, HDAC3 inh -14.2, KCNQ1 pot inactive, PolyA inhibitor inactive, RGS4 pot inactive, KCNK3 block inactive and GSK3 alpha inh 4.0.
Screening CC(=O)Nc1nc2ccccc2n1Cc1ccc(Cl)cc1 returned KCNK9 block inactive, hERG rescue -12.1, GSK3beta inhib -1.3, KCNQ1 block inactive, DYRK1A inh -4.2, HDAC3 inh 1.8, KCNQ1 pot inactive, PolyA inhibitor inactive, RGS4 pot inactive, KCNK3 block inactive and GSK3 alpha inh -1.8.
`CC(C)c1ccc(NC2(C#N)C(=O)Nc3ccccc32)cc1` (centres undefined) gave KCNK9 block inactive, hERG rescue -5.6, GSK3beta inhib -3.3, KCNQ1 block inactive, DYRK1A inh 4.3, HDAC3 inh 5.4, KCNQ1 pot inactive, PolyA inhibitor inactive, RGS4 pot inactive, KCNK3 block inactive and GSK3 alpha inh -0.9.
For COc1ccnc(CN(C)C(=O)C2CCC(=O)N(CCN(C)C)C2)c1 (centres undefined) the results were KCNK9 block inactive, hERG rescue -4.2, GSK3beta inhib 1.9, KCNQ1 block inactive, DYRK1A inh -6.0, HDAC3 inh -0.3, KCNQ1 pot inactive, PolyA inhibitor inactive, RGS4 pot inactive, KCNK3 block inactive and GSK3 alpha inh -1.8.
For Cn1cccc1C(=O)NCCc1ccc(Cl)cc1 the results were KCNK9 block inactive, hERG rescue -11.3, GSK3beta inhib 0.6, KCNQ1 block inactive, DYRK1A inh 1.7, HDAC3 inh 1.2, KCNQ1 pot inactive, PolyA inhibitor inactive, RGS4 pot inactive, KCNK3 block inactive and GSK3 alpha inh -2.0.
`CN(C)CCCOc1ccc(Cl)cc1Br` gave KCNK9 block inactive, hERG rescue -7.9, GSK3beta inhib -3.2, KCNQ1 block inactive, DYRK1A inh 2.4, HDAC3 inh -1.5, KCNQ1 pot inactive, PolyA inhibitor inactive, RGS4 pot inactive, KCNK3 block inactive and GSK3 alpha inh -4.3.
CCC(CC)CN1C(Nc2ccccc2)=NC[C@@H]1C was read as KCNK9 block inactive, hERG rescue -5.3, GSK3beta inhib -1.1, KCNQ1 block inactive, DYRK1A inh -7.7, HDAC3 inh -8.0, KCNQ1 pot inactive, PolyA inhibitor inactive, RGS4 pot inactive, KCNK3 block inactive and GSK3 alpha inh -1.5.
For CCCCNC(=O)CSc1nc2ccc(Nc3nc(N4CCOCC4)nc(N4CCOCC4)n3)cc2s1 the results were KCNK9 block inactive, hERG rescue -6.6, GSK3beta inhib -2.5, KCNQ1 block inactive, DYRK1A inh -2.0, HDAC3 inh -5.0, KCNQ1 pot inactive, PolyA inhibitor inactive, RGS4 pot inactive, KCNK3 block inactive and GSK3 alpha inh -2.1.
`CCOC(=O)c1c(/N=C/c2cc(C)ccc2O)sc2c1CCN(C)C2` gave KCNK9 block inactive, hERG rescue -3.8, GSK3beta inhib -0.8, KCNQ1 block inactive, DYRK1A inh 0.0, HDAC3 inh 5.2, KCNQ1 pot inactive, PolyA inhibitor inactive, RGS4 pot inactive, KCNK3 block inactive and GSK3 alpha inh 0.3.

This is a subset, so the mix of outcomes need not match the whole.
